Assay outcomes as filed in PubChem BioAssay.
hIAP activ: human IAP activators, primary screen, biochemical, luminescence, uHTS; Intestinal-type alkaline phosphatase (Homo sapiens), P09923; purified human IAP, CDP-Star luminescence, 30 min; stronger effect = higher value; 1 = vehicle-only enzyme, 0 = enzyme-free background; activation factor at 10 µM; hit rate 0.16% among 330,000;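 active means activation factor of the enzyme at least 2-fold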; further: the source names both 10 and 20 µM as test concentration; values of inactives mirror those of a sister screen read the other way
Target sequence (P09923 whole entry, looked up): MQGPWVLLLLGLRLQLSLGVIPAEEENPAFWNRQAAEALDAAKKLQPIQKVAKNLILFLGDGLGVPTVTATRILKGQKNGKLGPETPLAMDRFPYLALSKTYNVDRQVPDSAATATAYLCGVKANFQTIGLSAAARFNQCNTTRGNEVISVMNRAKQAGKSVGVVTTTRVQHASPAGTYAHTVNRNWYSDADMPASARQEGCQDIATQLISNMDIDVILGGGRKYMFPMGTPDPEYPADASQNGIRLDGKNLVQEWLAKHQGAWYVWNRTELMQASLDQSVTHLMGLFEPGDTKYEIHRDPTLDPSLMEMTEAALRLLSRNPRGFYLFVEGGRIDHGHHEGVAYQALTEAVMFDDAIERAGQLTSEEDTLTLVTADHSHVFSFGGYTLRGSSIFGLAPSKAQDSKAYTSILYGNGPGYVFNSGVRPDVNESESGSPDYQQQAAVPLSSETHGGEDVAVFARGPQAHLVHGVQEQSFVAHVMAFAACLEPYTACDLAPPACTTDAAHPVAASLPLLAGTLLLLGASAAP
NALP3 yeast inh: NALP3 inflammasome inhibitors in reconstituted yeast, primary screen, luminescence, uHTS; Yeast reconstituted NLRP3/ASC/caspase-1, beta-gal luminescence, 24 h; inhibition, % at 10 µM; hit rate 0.39% among 330,000;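 active means inhibition of 50% or more; inactive means inhibition below 50%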;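 further: plate controls were induced DMSO wells for no effect and uninduced yeast grown without galactose for full effect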
hIAP block: human IAP inhibitors, primary screen, biochemical, luminescence, uHTS | Intestinal-type alkaline phosphatase (Homo sapiens), P09923 | purified IAP, CDP-Star luminescence, 30 min | inhibition, % at 10 µM | hit rate 0.12% among 330,000 | AID 2544, 2010;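 active means inhibition reaching a set limit with compound at 10 µM in the primary screen, cut at about 35% in these data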;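 further: plate controls were DMSO wells with enzyme for no effect and no-enzyme buffer wells for full effect; values of inactives mirror those of a sister screen read the other way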
tim10-1 inh: growth inhibitors of tim10-1 mutant yeast, primary screen, luminescence, uHTS. inhibition, % at 20 µM. hit rate 2.2% among 330,000. S. cerevisiae tim10-1 ts strain growth, BacTiter-Glo, 24 h;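 active means inhibition of at least 40%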;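 further: mutant grown at 25 °C; 0% = DMSO wells with yeast and 100% = wells holding no yeast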
mIAP block: inhibitors of mouse IAP, primary screen, biochemical, luminescence, uHTS; purified mouse IAP, CDP-Star luminescence, 30 min; inhibition, % at 10 µM; hit rate 0.2% among 330,000; AID 2806, 2010;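 active means inhibition of at least 40% at 10 µM in the primary screen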;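 further: plate controls were DMSO with enzyme for no effect and no enzyme wells for full effect; values of inactives mirror those of a sister screen read the other way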
Apaf-1 inh: inhibitors of human Apaf-1 apoptosome, primary screen, biochemical, DEVD-Rh110 fluorescence, uHTS; Apoptotic protease-activating factor 1 (Homo sapiens), O14727; hit rate 0.71% among 330,000; reconstituted apoptosome caspase-3 activity; inhibition, % at 20 µM; active means inhibition of at least 40% at 20 µM;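 further: plate controls were DMSO wells for no effect and DEVD-CHO caspase inhibitor wells for full effect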
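Medium: Hepes buffer, pH 7.5 / System: biochemical Apaf-1 apoptosome reconstitution / Measured by: Rh110 fluorescence, excitation 480 nm, emission 540 nm / Times: compound with Apaf-1, dATP, procaspase-3 30 min, then 50 min reaction, room temperature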
ATG4B inhibitor: ATG4B protease inhibitors, primary screen, biochemical, fluorescence, uHTS; Cysteine protease ATG4B (Homo sapiens), Q9Y4P1; ATG4B cleavage of LC3-PLA2, NBD-HPC fluorescence, 1 h; inhibition, % at 8.33 µM; hit rate 0.51% among 340,000; in the data active means inhibition above about 40%
Target sequence (Q9Y4P1 whole entry, looked up): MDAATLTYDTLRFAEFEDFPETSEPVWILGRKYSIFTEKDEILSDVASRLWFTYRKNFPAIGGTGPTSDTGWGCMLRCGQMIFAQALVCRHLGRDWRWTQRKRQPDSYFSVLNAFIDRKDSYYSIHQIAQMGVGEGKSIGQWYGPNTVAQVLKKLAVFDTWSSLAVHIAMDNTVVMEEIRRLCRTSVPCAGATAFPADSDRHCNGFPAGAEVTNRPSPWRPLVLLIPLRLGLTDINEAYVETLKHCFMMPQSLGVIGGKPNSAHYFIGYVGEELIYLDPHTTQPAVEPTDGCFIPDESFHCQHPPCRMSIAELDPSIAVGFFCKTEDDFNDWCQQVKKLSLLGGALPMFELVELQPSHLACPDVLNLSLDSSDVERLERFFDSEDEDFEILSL
mIAP activ: activators of mouse IAP, primary screen, biochemical, luminescence, uHTS; intestinal alkaline phosphatase [Mus musculus]; muIAP, CDP-Star luminescence, 30 min; stronger effect = higher value; 1 = vehicle-only enzyme signal, 0 = enzyme-free wells; activation factor at 10 µM; hit rate 0.24% among 330,000; AID 2805, 2010;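 active means activation factor of at least 2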; further: the source names both 10 and 20 µM as test concentration; values of inactives mirror those of a sister screen read the other way
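System: Mouse IAP enzyme | Also added: CDP-Star substrate | Dosing: Compounds dispensed in DMSO | Schedule: 30 min enzyme-substrate-compound incubation at room temperature | Technique: Chemiluminescence readout | Control set: DMSO-only wells and no-enzyme negative control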
TIM10 inh: growth inhibitors of isogenic TIM10 control yeast, primary screen, counter-screen for tim10-1 yeast inhibitor project, luminescence, uHTS | hit rate 1.4% among 330,000 | S. cerevisiae TIM10 strain growth, BacTiter-Glo luminescence, 24 h | inhibition, % at 10 µM;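 active means inhibition of 40% or more at the single tested concentration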;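 further: wild-type TIM10 isogenic control strain grown at permissive 25 °C; 0% = DMSO yeast wells and 100% = minimal medium wells without yeast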
The depositor's hits bear a star; / = not tested or not shown.

SMILES	hIAP activ	NALP3 yeast inh	hIAP block	tim10-1 inh	mIAP block	Apaf-1 inh	ATG4B inhibitor	mIAP activ	TIM10 inh
COc1cc(C(=O)NCCC(=O)NCCCN2CCCCC2C)cc(OC)c1OC (stereo not given)	1.2	-10	-18	0	2	-3	-2	0.98	6
O=C(CCS(=O)(=O)c1ccc2c(c1)NC(=O)CO2)NCCc1ccc(Cl)cc1	1	-5	0	11	4	-11	3	0.96	0
O=C(CCS(=O)(=O)c1ccccc1)Nc1nc2cc3c(cc2s1)OCO3	1	15	-2	12	1	4	-8	0.99	1
Cc1cccc2c1CC(C)(C)NC2=C(C#N)C#N	1	-1	-5	20	-3	6	-10	1	-10
COc1ccc(N(Cc2cc3cc(OC)ccc3[nH]c2=O)C(=O)C2CCCO2)cc1 (stereo not given)	0.82	12	18	8	0	6	0	1	11
CCCN=C(C)C1=C(O)c2ccccc2C1=O	1.1	4	-13	3	6	0	5	0.94	-7
COc1ccc(CCNC(=S)N2CCN(S(=O)(=O)c3ccc(C)cc3)CC2)cc1	0.96	23	4	4	-9	15	-11	1.1	-4
C/C(=N\NC(=O)c1ccncc1)c1cc2ccccc2o1	0.95	1	5	0	2	1	2	0.98	0
O=C(COC(=O)CCc1c[nH]c(=O)[nH]1)Nc1ccccc1Cl	0.82	-11	18	5	13	-8	1	0.87	-2
O=C(Cn1c(=O)n(Cc2ccc3c(c2)OCO3)c(=O)c2ccccc21)N1CCCc2ccccc21	1.3	12	-33	19	0	12	-15	1	-3
Cc1cc(C(=O)NCc2ccc(S(N)(=O)=O)cc2)cs1	1.1	12	-10	-1	-6	4	0	1.1	-18
CCOc1c2ccc(C(=O)NCc3ccco3)cc2nn1CC	1.1	8	-11	-9	6	3	-4	0.94	-5
CCc1c(C)nc2c(-c3ccccc3)c(C)nn2c1Nc1ccc(NC(C)=O)cc1	1.2	15	-22	28	-7	8	-1	1.1	-3
O=C(C[C@@H]1C/C=C\C[C@H](Cc2ccc(F)cc2)C(=O)OCCNC1=O)N[C@H](CO)Cc1ccccc1	0.87	10	13	-4	-14	6	5	1.1	2
Cc1ccc(NCC(=O)N/N=C/c2cccc(Oc3ccccc3)c2)cc1	0.94	17	6	-9	13	16	-1	0.87	13
Cc1onc(-c2ccccc2)c1C(=O)N1CCc2ccccc21	0.84	12	16	17	3	-11	-3	0.97	23
N#Cc1ccc(C(=O)N2CCN(S(=O)(=O)c3ccc(Cl)s3)CC2)cc1	0.83	-2	17	28	-2	-8	1	1	11
O=S(Cc1ccc(Cl)cc1)c1ncc(CO)n1Cc1ccccc1 (stereo not given)	1	8	0	10	-1	1	4	1	7
CC(=O)c1c(C)[nH]c(=S)c(C#N)c1-c1ccc(Cl)cc1	1	19	-2	19	4	3	-2	0.95	17
C=CCOC(=O)C1=C[C@@H](c2ccc(C(F)(F)F)cc2)[C@H](CCCO)[C@@H](OCC)O1	1	3	-1	13	1	24	0	0.99	3

Laid out differently: results already given.
O=C(CCS(=O)(=O)c1ccc2c(c1)NC(=O)CO2)NCCc1ccc(Cl)cc1
  hIAP activ = 1 | NALP3 yeast inh = -5 | hIAP block = 0 | tim10-1 inh = 11 | mIAP block = 4 | Apaf-1 inh = -11 | ATG4B inhibitor = 3 | mIAP activ = 0.96 | TIM10 inh = 0
O=C(CCS(=O)(=O)c1ccccc1)Nc1nc2cc3c(cc2s1)OCO3
  hIAP activ = 1 | NALP3 yeast inh = 15 | hIAP block = -2 | tim10-1 inh = 12 | mIAP block = 1 | Apaf-1 inh = 4 | ATG4B inhibitor = -8 | mIAP activ = 0.99 | TIM10 inh = 1
Cc1cccc2c1CC(C)(C)NC2=C(C#N)C#N
  hIAP activ = 1 | NALP3 yeast inh = -1 | hIAP block = -5 | tim10-1 inh = 20 | mIAP block = -3 | Apaf-1 inh = 6 | ATG4B inhibitor = -10 | mIAP activ = 1 | TIM10 inh = -10
COc1ccc(N(Cc2cc3cc(OC)ccc3[nH]c2=O)C(=O)C2CCCO2)cc1 (stereo not given)
  hIAP activ = 0.82 | NALP3 yeast inh = 12 | hIAP block = 18 | tim10-1 inh = 8 | mIAP block = 0 | Apaf-1 inh = 6 | ATG4B inhibitor = 0 | mIAP activ = 1 | TIM10 inh = 11

Single records, from the list above.
Shown for Cc1cc(C(=O)NCc2ccc(S(N)(=O)=O)cc2)cs1 → hIAP activ: 1.1; NALP3 yeast inh: 12; hIAP block: -10; tim10-1 inh: -1; mIAP block: -6; Apaf-1 inh: 4; ATG4B inhibitor: 0; mIAP activ: 1.1; TIM10 inh: -18
Shown for CCCN=C(C)C1=C(O)c2ccccc2C1=O → hIAP activ: 1.1; NALP3 yeast inh: 4; hIAP block: -13; tim10-1 inh: 3; mIAP block: 6; Apaf-1 inh: 0; ATG4B inhibitor: 5; mIAP activ: 0.94; TIM10 inh: -7

2 entries from above, with values under each structure.
Fields – hIAP activ | NALP3 yeast inh | hIAP block | tim10-1 inh | mIAP block | Apaf-1 inh | ATG4B inhibitor | mIAP activ | TIM10 inh
> O=C(Cn1c(=O)n(Cc2ccc3c(c2)OCO3)c(=O)c2ccccc21)N1CCCc2ccccc21
→ 1.3 | 12 | -33 | 19 | 0 | 12 | -15 | 1 | -3
> Cc1onc(-c2ccccc2)c1C(=O)N1CCc2ccccc21
→ 0.84 | 12 | 16 | 17 | 3 | -11 | -3 | 0.97 | 23

(list continues)
SMILES	hIAP activ	NALP3 yeast inh	hIAP block	tim10-1 inh	mIAP block	Apaf-1 inh	ATG4B inhibitor	mIAP activ	TIM10 inh
Cc1ccc(S(=O)(=O)N2CCOCC2)cc1C(=O)OCC(=O)NC1CCCC1	1	7	-4	5	-15	-10	-9	1.1	-3
CCOc1ccccc1N=C1SC(CC(=O)Nc2ccc(OC)cc2OC)C(=O)N1CCC1=CCCCC1 (stereo not given)	0.98	-22	2	17	-14	17	-6	1.1	-1
COc1ccc(OC)c(S(=O)(=O)N2CCN(CC(O)COc3ccccc3)CC2)c1 (stereo not given)	1	-15	-5	11	-2	0	-4	1	2
Cc1ccc(C(C)C)c(OCC(=O)NN2C(=O)c3ccccc3C2=O)c1	1.3	18	-32	22	8	-12	2	0.92	15
O=c1ccccn1CCOc1ccc(Cl)cc1	1.1	9	-14	19	0	2	-7	1	0
Cc1cc(C(=O)O)ccc1-n1c(C)cc(/C=C2\SC(=O)NC2=O)c1C	1	0	-4	11	0	2	3	1	9
COc1ccc(-n2nnnc2SCC(=O)c2ccc3c(c2)OCCO3)c(OC)c1	1.1	11	-6	5	-3	8	0	1	-18
Cc1ccc(NC(N)=S)cc1	0.95	22	5	5	-3	-1	3	1	11
Cc1cc(C(=O)C(=O)O)c(C)n1-c1ccc(Cl)cc1	1.2	0	-21	10	6	5	-3	0.94	-13
O=C(Nc1c(Cl)cccc1Cl)c1cc(=O)n(Cc2ccccc2)c(=O)[nH]1	1	17	-1	9	9	-6	16	0.91	4
C/C(=N\NS(=O)(=O)c1cccc([N+](=O)[O-])c1)c1cccnc1	0.99	-1	1	3	11	2	-9	0.89	-1
CCn1cc(SCC(=O)NCc2ccc3c(c2)OCO3)c2ccccc21	0.83	0	17	23	-8	6	-15	1.1	0
O=C(COC(=O)c1ccco1)NCc1cccs1	1.2	-8	-23	15	-2	3	0	1	-13
COc1ccc(C(=O)NC(=S)NC(C)c2ccccc2)cc1 (stereo not given)	0.89	22	11	37	14	21	7	0.86	36
COc1ccc(C2=NN(C3=NN=C(N)Cc4ncnn43)C(O)(C(F)(F)F)C2)cc1 (stereo not given)	2.6*	18	-160	-9	14	-2	1	0.86	10
CCOc1ccc2nc(SC(CC)C(=O)Nc3cc(C)on3)sc2c1 (stereo not given)	1.2	16	-16	-20	-11	19	1	1.1	-54
C=CCNC(=O)c1onc(CSc2ccc(F)cc2)c1C(=O)O	0.96	16	4	7	3	2	5	0.97	-15
COc1cc(C)c(COc2ncnc3ccccc23)cc1OC	1.2	9	-16	14	-2	7	-9	1	-6
O=C(N/N=C/c1cccc(O)c1)c1ccc(-n2cnnn2)cc1	0.92	-11	8	12	8	3	9	0.92	1
O=C(Nc1ccc(NC(=O)C2CC2)cn1)c1ccccc1Cl	0.95	11	5	34	-11	-4	-1	1.1	-6
NNC(=O)CNC(=O)c1ccc(F)cc1	0.86	7	14	16	0	5	-12	1	-6
Cc1nn2c(=O)cc(COC(=O)c3c(F)cccc3Cl)nc2s1	1.1	29	-14	2	0	12	-7	1	8
CCOC(=O)C1CCCN(c2ncnc3c2cnn3-c2ccc(OC)cc2)C1 (stereo not given)	1.1	16	-8	36	-2	2	4	1	2
CN(Cc1ccccc1)c1ncnc2c1cnn2-c1ccccc1	0.99	14	0	18	6	-8	2	0.94	7
OC[C@@H]1[C@@H](c2ccccc2)C(c2ccc(F)cc2)=NN1c1ccccc1	/	/	/	25	-84	19	5	1.8	4
COC(=O)C1=C(C)N(Cc2ccco2)C(=O)N[C@@H]1c1ccccc1	0.93	15	7	12	5	2	3	0.95	10
COc1cccc(CN2CCC(C(=O)N3CCN(c4ccccc4F)CC3)CC2)c1	1.1	8	-11	9	-4	7	-4	1	-6
CCSc1ccccc1C(=O)NCc1ccc(OC)cc1	0.97	17	3	-10	4	-16	-3	0.95	-1
CC(C)(C)NC(=O)CSc1nnc(C2CC2)n1-c1ccccc1	0.82	8	18	11	-8	8	4	1.1	2
Cc1ccc(/C=C/C(=O)Nc2cc(S(=O)(=O)N3CCCCCC3)ccc2OCC(F)(F)F)o1	1	19	-3	22	0	7	11	1	14
O=C(NNc1ccccc1[N+](=O)[O-])Nc1cccc(Cl)c1	0.98	7	2	8	17	-19	-5	0.83	-4
O=C(CCCN1C(=O)c2cccnc2C1=O)Nc1ccc(F)cc1Cl	0.94	2	6	9	-1	3	-15	1	8
O=S(=O)(NCC(Nc1ccc(Cl)cc1)c1ccccc1)c1ccccc1 (stereo not given)	0.89	5	11	31	-22	15	8	1.2	25
CCN(CC)CCN(C(=O)CCS(=O)(=O)c1ccccc1)c1nc2cc(C)cc(C)c2s1	1.1	5	-6	51*	-8	35	-8	1.1	44*
CN(C)CCN(Cc1cc2cc3c(cc2[nH]c1=O)OCCO3)C(=S)NCC1CCCO1 (stereo not given)	1.1	18	-11	-1	-6	-2	-7	1.1	0
O=C(Nc1ccc(NC(=S)NC(=O)c2ccco2)cc1)c1ccccc1	0.95	10	5	-79	6	3	-8	0.94	-5
O=C(O)C1Cc2[nH]cnc2C(c2ccc(F)cc2)N1 (stereo not given)	1.1	-6	-15	1	12	-9	-1	0.88	1
Cc1ccccc1C(=O)NC(=S)NCc1cccnc1	1.1	4	-6	6	-6	8	-4	1.1	-1
